NR1D1 modulator: modulators of Rev-erb alpha DNA binding, primary screen, biochemical, FITC-DNA, fluorescence polarization, uHTS | AID 1259318, 2017 | 370,000 compounds, 0.79% hits | Nuclear receptor subfamily 1 group D member 1 (Homo sapiens), P20393 | activity, % at 10 µM | Rev-erbα–FITC-DNA binding, 90 min;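 active = activity above about 14%, limit read from the data; passing the limit was not always enough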;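 also: 0% = DMSO wells with 35 nM protein and 100% = DMSO wells with 750 nM protein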
Target sequence (P20393 whole entry, looked up): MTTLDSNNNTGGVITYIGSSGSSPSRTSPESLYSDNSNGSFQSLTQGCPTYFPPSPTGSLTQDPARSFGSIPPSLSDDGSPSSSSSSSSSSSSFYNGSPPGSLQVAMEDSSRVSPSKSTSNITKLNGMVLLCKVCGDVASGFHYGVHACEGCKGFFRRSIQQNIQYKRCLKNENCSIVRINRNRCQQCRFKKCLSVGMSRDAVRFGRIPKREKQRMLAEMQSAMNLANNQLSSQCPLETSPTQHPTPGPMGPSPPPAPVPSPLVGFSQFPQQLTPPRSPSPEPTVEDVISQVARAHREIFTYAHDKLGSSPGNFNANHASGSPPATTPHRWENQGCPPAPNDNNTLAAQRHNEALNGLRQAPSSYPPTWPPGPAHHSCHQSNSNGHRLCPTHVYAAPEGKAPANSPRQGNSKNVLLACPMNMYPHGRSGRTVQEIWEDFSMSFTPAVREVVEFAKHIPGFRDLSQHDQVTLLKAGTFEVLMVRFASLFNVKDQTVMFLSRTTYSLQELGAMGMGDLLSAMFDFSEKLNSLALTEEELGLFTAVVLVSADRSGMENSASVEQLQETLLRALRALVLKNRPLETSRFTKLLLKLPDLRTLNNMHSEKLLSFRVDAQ
ARFGAP1 inh: inhibitors of rat ARFGAP1 GAP activity, primary screen, biochemical, fluorescence polarization, GDP tracer; Arfgap1-stimulated ARF1 GTP hydrolysis, GDP FP detection; inhibition, % at 16.5 µM; 360,000 compounds, 0.26% hits;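 active = inhibition above a per-plate limit, mean inhibition of low control wells plus 3 SD, cut at about 25% in these data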;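 also: 0% = DMSO wells with enzyme and 100% = wells lacking Arfgap1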
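Material: rat Arfgap1 catalytic domain, aa 1-136; also added: human ARF1(Δ1-17)-GTP substrate; compound dosing: one concentration, 16.5 µM, DMSO 1.26%; incubation: GTP hydrolysis reaction 2 h at 25 °C; measured by: Tracer-displacement fluorescence polarization with EDTA stop, 620/688 nm; evaluation: % inhibition from polarization; repeats: one replicate per compound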
GC-B act: human GC-B receptor activators, primary screen, HEK293 GC-B cells, cGMP TR-FRET, EC30 CNP; Atrial natriuretic peptide receptor 2 (Homo sapiens), P20594; 0% at EC30 CNP, 100% saturating CNP; activation, % at 10 µM; 370,000 compounds, 0.11% hits; AID 1920062, 2024;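 active = activation at 10 µM reaching about 35% in either raw or pattern-adjusted values, limit read from the data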
rCAG binder: binders of r(CAG) RNA repeats, primary screen, biochemical, fluorescence; inhibition, % at 3 µM; r(CAG) RNA repeat, TO-PRO-1 dye displacement fluorescence; AID 651821, 2012; 370,000 compounds, 1.3% hits;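 active = inhibition above the plate cutoff, the mean of all test compounds on that plate plus 3 SD, cut at about 35% in these data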;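 also: 0% = DMSO alone and 100% = 100 µM mitoxantrone as full dye displacement; higher means more dye released from RNA so lower well fluorescence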
ASAP1 GAP inh: inhibitors of human ASAP1 ArfGAP activity, primary screen, biochemical, fluorescence polarization | Arf-GAP with SH3 domain, ANK repeat and PH domain-containing protein 1 (Homo sapiens), … | ASAP1-stimulated ARF1 GTP hydrolysis, GDP FP detection | inhibition, % at 16.5 µM | 360,000 compounds, 0.19% hits | AID 624377, 2012; in the data active = inhibition above about 25%;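 also: 0% = vehicle with enzyme and substrate and 100% = no enzyme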
PG9 binder: binders of HIV-1 gp120 antibody PG9, primary screen, biochemical, TR-FRET | AID 624416, 2012 | 360,000 compounds, 0.43% hits | TR-FRET gp120-PG9 antibody binding | HIV-1 gp120 / PG9 antibody interaction | inhibition, % at 6.7 µM; in the data active = inhibition above about 8.5%
ABHD4 inh: ABHD4 inhibitors, primary screen, biochemical, fluorescence polarization, mouse | (Lyso)-N-acylphosphatidylethanolamine lipase (Mus musculus), Q8VD66 | purified mABHD4, FP-Rh probe fluorescence polarization | inhibition, % at 8.92 µM | 370,000 compounds, 0.54% hits | AID 720543, 2013;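 active = inhibition exceeding the mean over every tested compound plus 3 SD, cut at about 30% in these data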;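 also: 0% = plate median of compound wells and 100% = S159A mutant with DMSO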
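Assay system: wild-type mouse ABHD4 protein; compound: single nominal dose of 8.92 µM, 0.89% DMSO final; schedule: 45 min + 60 min at 25 °C; measured by: FP readout, ex 525 nm / em 598 nm; evaluation: % inhibition of FP-Rh probe binding versus controls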
NPR1 activator: GC-A stimulated cGMP production enhancers – HEK293 GC-A cells, cGMP TR-FRET, EC30 ANP, primary screen; 0% at EC30 ANP, 100% saturating ANP; activation, % at 10 µM; Atrial natriuretic peptide receptor 1 (Homo sapiens), P16066; 370,000 compounds, 0.14% hits; in the data active = activation above about 40%
SMARCA2 act: SMARCA2 (BRM) function activators, primary screen, cell-based, luminescence, high throughput; activation, % at 9.1 µM; AID 652017, 2013; 370,000 compounds, 1% hits; MG213 cells, MMTV-luciferase reporter, dexamethasone, overnight; in the data active = activation above about 7.8%;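 also: 0% = vehicle wells and 100% = reference activator wells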
HTRA1 inh: HTRA1 serine protease inhibitors, primary screen, biochemical, fluorescence polarization, HTS | inhibition, % at 5.96 µM | 340,000 compounds, 0.5% hits | recombinant HTRA1, FP-rhodamine activity-based probe | AID 504803, 2011; in the data active = inhibition above about 36%;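 also: 0% = enzyme with DMSO and 100% = wells lacking enzyme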
Target sequence (Q92743 whole entry, looked up): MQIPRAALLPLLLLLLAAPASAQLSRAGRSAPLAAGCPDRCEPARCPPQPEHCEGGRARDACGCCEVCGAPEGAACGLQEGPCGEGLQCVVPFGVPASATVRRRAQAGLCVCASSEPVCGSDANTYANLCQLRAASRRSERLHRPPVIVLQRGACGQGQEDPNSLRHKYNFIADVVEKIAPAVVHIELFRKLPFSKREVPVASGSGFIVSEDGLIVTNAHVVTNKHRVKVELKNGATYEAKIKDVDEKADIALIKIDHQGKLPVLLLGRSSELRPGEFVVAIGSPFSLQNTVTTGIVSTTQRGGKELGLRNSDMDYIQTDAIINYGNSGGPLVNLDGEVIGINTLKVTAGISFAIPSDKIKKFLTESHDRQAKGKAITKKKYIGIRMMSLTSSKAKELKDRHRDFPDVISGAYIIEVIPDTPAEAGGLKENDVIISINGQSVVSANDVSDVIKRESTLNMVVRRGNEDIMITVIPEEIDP
* hit, by the source's call; . = not tested or not shown; & = joins results of further samples. An unsorted share of the library; any-hit rate near 4.4%.

The line under a structure holds: NR1D1 modulator	ARFGAP1 inh	GC-B act	rCAG binder	ASAP1 GAP inh	PG9 binder	ABHD4 inh	NPR1 activator	SMARCA2 act	HTRA1 inh
> CN1CCN(c2ccc(NC(=O)c3ccc4c(c3)OCO4)cc2)CC1
    4	17	5	0	-10	-4.6	-2	-4	1	12
> COc1ccccc1C(=O)NNC(=O)Cc1ccccc1
    0	2	1	-2	14	0.0	5	2	3	9
> CSc1cc(C)n(-c2ccc(Cl)cc2)c(=S)c1C(C)=O
    -1	13	0	4	22	-3.3	5	-2	0	5
> NC(=O)CC1C(=O)N(c2ccc(F)cc2)C(=O)N1NC(=O)CCc1ccccc1 (centres undefined)
    0	-8	3	-3	-1	-3.4	1	-1	0	3
> CCOC(=O)c1sc(=S)n(C)c1NC(=O)c1ccc(C(C)(C)C)cc1
    2	6	6	14	-3	0.1	2	3	-5	-28
> Clc1ccccc1-c1ncc2ccccn12
    1	-8	6	0	10	0.0	12	0	5	-2
> O=C(CCNS(=O)(=O)c1ccccc1)NNC(=O)COc1ccc(Cl)cc1
    3	-5	0	2	-5	1.0	3	2	0	-1
> C=CCn1c(SCc2ccc(C#N)cc2)nnc1-c1cccc(OC)c1
    5	-5	-13	-8	0	-0.7	-1	-6	-1	-6
> Cc1cc(S(=O)(=O)NC2CCN(Cc3ccccc3)CC2)c(C)cc1Cl
    2	12	-6	0	-3	0.4	-12	-9	-2	2
> CC(C)(C)OC(=O)C[C@H]1C/C=C\C[C@@H](CC(=O)N[C@@H](CO)Cc2ccccc2)C(=O)NCCOC1=O
    -7	7	4	-11	9	-1.1	12	-1	-1	2
> CN1C(=O)CC(c2ccccc2)C1=O (centres undefined)
    -5	11	-4	3	-2	-2.4	1	1	-3	3
> CC(Sc1nc(-c2ccccc2)cc(C(F)(F)F)n1)C(=O)N1CCCC1 (centres undefined)
    3	-8	6	1	-1	0.9	-7	1	-1	-1
> COc1cc(C(=O)Oc2cccc(C(=S)N3CCOCC3)c2)cc(OC)c1OC
    3	-6	1	-6	-8	0.6	4	-1	-2	5
> CCOC(=O)/C(C#N)=C/c1ccc(N2CCN(Cc3ccccc3)CC2)cc1
    0	-5	8	-4	8	-1.1	-5	5	2	4
> O=C(O)c1cccc(Nc2nc(-c3ccccc3)nc3ccccc23)c1
    0	1	-3	49*	-2	-0.6	-24	1	-2	-28
> O=C(CSc1ccc2nnc(-c3ccncc3)n2n1)NCC1CCCO1 (centres undefined)
    1	2	-1	-2	8	0.0	-4	2	0	4
> CCOc1cc(NC(=S)NCCCN2CCOCC2)c(OCC)cc1NC(=O)c1ccc(C)cc1
    0	-6	-4	-5	0	1.9	1	1	0	-4
> CSc1nc(-c2ccco2)nn1C(=O)c1ccccc1
    2	0	-3	1	17	0.7	2	15	2	4
> O=C(O)CSCNC(=O)CC12CC3CC(CC(C3)C1)C2
    6	4	3	1	-8	-0.4	6	2	-2	3
> Nc1ccc(S(=O)(=O)Nc2ccc(Cl)nn2)cc1
    -7&-10	11	8	5	12	0.9	1	2	-4	-1
> COCC(C)n1c(C)cc(C(=O)CSc2nc(C)c(C)c(C)n2)c1C (centres undefined)
    -2	2	3	-4	-12	1.1	-2	3	-2	-1
> CNc1nnc(-c2cc3ccccc3oc2=O)s1
    -1	13	-4	1	4	-0.7	2	14	8.3*	-8
> Cc1ccc(-c2ccc(=O)n(CC(=O)NCCN3C(C)CCCC3C)n2)cc1 (centres undefined)
    3	-13	0	-3	-2	0.1	3	1	-1	1
> CCOc1ccc(C(=O)Nc2cc(NC(=O)c3ccc(OCC)c(Cl)c3)cc(C(=O)O)c2)cc1Cl
    -1	3	-4	12	14	0.0	-9	-2	0	-10
> O=C(NC1CCCC1)C(c1cccnc1)N(C(=O)c1ccco1)c1cccc(F)c1 (centres undefined)
    3	7	-1	-5	-8	-0.8	-3	-1	0	0
> CCOC(=O)c1c(NC(=O)c2cc(-c3cccc(O)c3)on2)sc(C(C)=O)c1C
    -29	3	5	10	4	-0.4	4	14	0	-13
> C=CCNC(=O)c1c(N)n(-c2ccc3c(c2)OCO3)c2nc3ccccc3nc12
    3	3	-1	13	-5	-3.1	13	-4	3	5
> O=C(Nc1ccc2c(c1)OCCO2)C1CCCN(S(=O)(=O)c2cccnc2)C1 (centres undefined)
    1	-1	-1	0	6	0.0	2	-1	-1	4
> COC(=O)c1ccc(-n2cnc3ccccc32)nc1
    -5	-5	-6	-1	-7	-0.6	7	-2	1	2
> O=C1CN(C(=O)CCN2CCOCC2)C(c2ccccc2)c2cc(Br)ccc2N1 (centres undefined)
    -1	8	-10	1	5	0.7	-5	-9	1	0
> CC(C)(C)CN1CCNC(=O)C1CC(=O)NCCc1ccccc1F (centres undefined)
    3	7	-2	-6	1	-3.6	1	-3	-1	0
> O=C(CSc1nc2scc(-c3ccccc3)c2c(=O)[nH]1)NCCc1ccccc1
    12	1	-1	1	-5	0.8	13	1	3	6
> Cc1cc2c(cc(C(=O)NCc3cccnc3)n2Cc2ccc(Cl)cc2)o1
    5	3	-5	4	-7	-1.9	8	-3	3	-8
> O=C(CSc1ccc(C(F)(F)F)cc1[N+](=O)[O-])NCCOc1ccccc1
    -2	-3	-3	3	11	-2.4	4	-3	7	-3
> CCCC1(CCC)NC(=O)N(CC(=O)N2CCc3ccccc32)C1=O
    -4	0	0	0	8	-2.0	-9	-1	0	4
> O=c1[nH]cnc2c1C(c1ccccc1)c1c(nc[nH]c1=O)O2
    -5	7	0	2	-2	-0.1	-3	-4	-2	4
> CCOC(=O)N1CCC(N2CCN(S(=O)(=O)c3ccc(C)cc3)CC2)CC1
    2	6	2	0	10	0.1	9	2	0	4
> C/C(=N\NC(=S)NC(C)C)c1ccccc1
    1	2	7	-6	-4	-1.8	-2	3	1	-2
> C=CCNC(=S)NNC(=O)c1cccn(Cc2ccc(Cl)cc2Cl)c1=O
    -1	14	-2	3	4	-0.7	15	2	-2	10
> CCn1c(COc2cccc(OC)c2)nnc1SCC(=O)Nc1cccc(OC)c1
    1	3	-7	-4	3	1.0	-7	1	-5	-21
> CN(C)c1ncnc2c1ncn2[C@H]1CN(Cc2ccc(F)cc2)C[C@@H](CO)O1
    2	-4	7	1	-7	-0.8	2	2	1	.
> COc1ccc(-c2cc(C(=O)NCC(c3ccccc3)N(C)C)c3ccccc3n2)cc1OC (centres undefined)
    -3	3	0	-3	11	-0.6	2	-7	0	-17
> O=C1NC(=O)C(=C2CCCCCC2)S1
    -1	5	-2	2	-4	0.3	2	3	-1	0
> Cc1ccccc1C(=O)N1CCN(c2ccc(NC(=O)c3cccc(OC(C)C)c3)cc2)CC1
    1	9	4	-1	15	0.1	3	4	-3	7
> COc1ccc(NC(=O)/C(C#N)=C\c2ccc(OCc3ccc(C(=O)O)cc3)c(OC)c2)cc1
    3	-2	-6	10	15	-1.8	-14	2	1	3

The closing two records of the section before are carried over, then new ones follow:
The line under a structure holds: NR1D1 modulator	ARFGAP1 inh	GC-B act	rCAG binder	ASAP1 GAP inh	PG9 binder	ABHD4 inh	NPR1 activator	SMARCA2 act	HTRA1 inh
> Cc1ccccc1C(=O)N1CCN(c2ccc(NC(=O)c3cccc(OC(C)C)c3)cc2)CC1
    1	9	4	-1	15	0.1	3	4	-3	7
> COc1ccc(NC(=O)/C(C#N)=C\c2ccc(OCc3ccc(C(=O)O)cc3)c(OC)c2)cc1
    3	-2	-6	10	15	-1.8	-14	2	1	3
> COc1ccc(C(C)=O)cc1CN1C(=O)C(C)N(c2ccc(C)cc2)C1=O (centres undefined)
    -3	9	22	1	-1	0.2	-1	19	-2	-2
> CC(O/N=C(\N)c1ccccc1)C(=O)Nc1cccc(C(F)(F)F)c1 (centres undefined)
    -1	-4	0	-5	6	-2.4	-3	-1	0	-15
> Cc1cc(-n2cccn2)ccc1CN1CCN(CC(C)C)C(CCO)C1 (centres undefined)
    -2	-4	1	-5	-3	1.1	1	1	-3	2
> CC(=O)c1c(C)[nH]c(C(=O)OCc2ccc(Br)cc2)c1C
    2	-2	7	-1	-5	1.0	-5	2	-4	-19
> CC(=O)Nc1ccc(S(=O)(=O)Nn2cnnc2)cc1
    -1	5	3	0	7	-0.6	1	0	-2	5
> CCN(CC)c1ccc(C(=O)OCC(=O)NC2CCCCC2C)cc1 (centres undefined)
    4	2	1	-4	-8	6.2	8	1	-3	0
> Cc1ccc(NC(=O)CSc2nnc(NC(=O)C3CC3)s2)cc1C
    -2	-14	0	1	12	2.3	-8	1	1	-5
> COc1ccc(-c2csc(NC(=O)CN3C(=O)C4CC=CCC4C3=O)n2)cc1 (centres undefined)
    2	2	0	7	12	0.3	-7	9	-3	-5
> CC1CN(c2ccc(C(F)(F)F)cc2[N+](=O)[O-])CCN1S(C)(=O)=O (centres undefined)
    1	1	-2	-4	8	-1.1	-8	0	2	-3
> OCC1(Cc2cccc(F)c2)CCN(Cc2ccc3cccc(F)c3n2)CC1
    6	25*	-2	-7	3	1.2	9	5	1	-9
> O=C(CSc1ccc(-c2ccco2)nn1)NCCc1ccccc1
    1	-13	0	0	2	-0.2	1	0	-3	-1
> Cc1cccc(OCCCC(=O)Nc2ccc(S(N)(=O)=O)cc2)c1
    7	8	1	3	6	-2.7	-9	1	-3	-10
> Cc1cc(OCCN2CCCC2)ccc1[N+](=O)[O-]
    1	-13	3	7	10	-1.3	9	1	3	-1
> O=C(COC(=O)c1ccccn1)NCCc1ccc(Cl)cc1
    2	3	1	2	-7	0.0	-4	1	-6	3
> Cc1c(C(=O)N2CCCCC2)c(S(=O)(=O)N2CCc3ccccc32)c(C)n1C
    -1	7	2	1	-2	-0.6	1	2	-1	0
> O=C(COc1ccccc1[N+](=O)[O-])OCCCOC(=O)COc1ccccc1[N+](=O)[O-]
    -6	6	-5	-3	2	-0.6	3	-3	-2	3
> Cn1cnc2cc(OC(=O)c3ccccc3)ccc21
    0	1	2	0	2	-3.0	6	5	1	-2
> CC(C)CC1(C(=O)O)NC(c2ccccc2O)C2C(=O)N(C(C)C)C(=O)C21 (centres undefined)
    6	-3	-8	2	3	0.0	-1	3	1	-3
> CN1CCCN(S(=O)(=O)c2cccc(Cl)c2Cl)CC1
    -1	1	0	-2	-6	-0.9	9	0	-4	-2
